ST2 inh = inhibitors of human ST2 (IL1RL1) binding to IL-33; Q01638; AlphaLISA ST2-Fc/biotin-IL-33 interaction, 1 h; inhibition, % for hits at 17 µM; 78,000 tested, 2.3% active; AID 1259354; in the data active = inhibition above about 30%; inconclusive = mostly about 10% to 28%
Target sequence (Q01638 whole entry, looked up): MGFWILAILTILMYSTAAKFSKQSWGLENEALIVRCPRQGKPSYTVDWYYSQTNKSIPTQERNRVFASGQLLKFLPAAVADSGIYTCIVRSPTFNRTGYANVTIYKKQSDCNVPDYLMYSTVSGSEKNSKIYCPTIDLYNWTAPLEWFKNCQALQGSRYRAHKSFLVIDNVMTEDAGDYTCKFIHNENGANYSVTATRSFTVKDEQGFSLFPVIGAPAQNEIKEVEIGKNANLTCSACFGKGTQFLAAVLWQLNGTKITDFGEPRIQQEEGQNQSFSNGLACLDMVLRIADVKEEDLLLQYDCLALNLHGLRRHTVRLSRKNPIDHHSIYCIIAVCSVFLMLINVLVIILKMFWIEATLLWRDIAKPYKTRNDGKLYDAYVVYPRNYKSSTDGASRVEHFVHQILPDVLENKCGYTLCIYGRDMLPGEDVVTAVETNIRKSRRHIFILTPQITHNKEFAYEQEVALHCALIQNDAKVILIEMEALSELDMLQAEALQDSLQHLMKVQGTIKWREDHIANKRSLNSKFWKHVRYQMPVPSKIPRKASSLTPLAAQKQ
An asterisk follows results filed as active; i = inactive; ? = inconclusive.

SMILES | ST2 inh
Cc1cc([N+](=O)[O-])ccc1-c1ccc(C(=O)Nc2cccc(-c3nc4ncccc4o3)c2)o1 | ?
Cc1ccc(C2C3=C(Nc4c2c(=O)[nH]c(=O)n4C)c2ccccc2C3=O)cc1 (stereo unspecified) | 38.0%*
CC(=O)N[C@@H]1C[C@H](CC(C)C)O[C@H](c2coc3ccc(Cl)cc3c2=O)C1 | ?
O=C(O)c1cccc(-n2c(CN3CCc4ccccc4C3)n[nH]c2=O)c1 | i
COc1cccc(-n2c(SCC(=O)Nc3cc(C)on3)nc3c([nH]c4ccccc43)c2=O)c1 | i
CN1CCN(CCCCOc2ccc(Cl)cc2C(C)(C)C)CC1 | i
COc1ccc(-c2nc3cc(C)ccc3o2)cc1N=Cc1cccc([N+](=O)[O-])c1O | i
CCSC1=C(C#N)C(c2ccc(OC)c(OCc3ccccc3)c2)CC(=O)N1 (stereo unspecified) | i
O=C(O)c1cccc2c1NC(c1ccc(F)cc1)C1CC=CC21 (stereo unspecified) | 50.0%*
O=C(CN1C(=O)c2ccccc2C1=O)Nc1cc(C(=O)O)cc(C(=O)O)c1 | i
CC(C)C12CN3CC(C(C)C)(CN(C1)C3c1ccccc1Cl)C2=O (stereo unspecified) | i
O=C(Nc1ccc2nc(-c3ccco3)c(-c3ccco3)nc2c1)NC1CC1 | ?
Fc1ccc(CN2CCSCC2)cc1 | i
Cc1cccc2c(=O)oc(-c3ccc(F)cc3)nc12 | ?
Cc1nc(C(=O)N2CCc3nc[nH]c3C2)cs1 | i

Shown with each value named: part of the list above.
CCSC1=C(C#N)C(c2ccc(OC)c(OCc3ccccc3)c2)CC(=O)N1 (stereo unspecified)
  ST2 inh: i

O=C(CN1C(=O)c2ccccc2C1=O)Nc1cc(C(=O)O)cc(C(=O)O)c1
  ST2 inh: i

(continued)
SMILES | ST2 inh
Cc1nnc(SCc2nc(-c3ccccc3)oc2CSc2nnc(C)c(=O)[nH]2)[nH]c1=O | i
O=C1c2cccc([N+](=O)[O-])c2C(=O)N1CN1CCOCC1 | i
CC(C)C(NC(=O)C1CCCCC1)C(=O)Nc1ccncc1 (stereo unspecified) | i
Cc1ccc(-c2nc3c(C)cccn3c2Nc2ccccc2)o1 | i
CCCCOc1ccc(C(=O)Nc2ccc(OCC(=O)N3CCOCC3)cc2)cc1 | i
N#CC1=C(N)Oc2cc(O)ccc2C1c1cccnc1 (stereo unspecified) | ?
CCc1nc(CN2CCCCC2c2ccc(F)cc2)no1 (stereo unspecified) | i
O=C(Nc1cccc(Br)c1)c1cc(-c2ccco2)nc2ccccc12 | i
O=C(CCN1C(=O)c2cccc([N+](=O)[O-])c2C1=O)Nc1ccc(Cl)c(Cl)c1 | i
Fc1ccc(Cc2cnc(Nc3ccc(F)cc3)s2)cc1 | ?
CCNc1ccc(Cl)cc1[N+](=O)[O-] | 31.0%*
CCOC(=O)C1(C/C=C/c2ccccc2)CCCN(C(=O)CCc2scnc2C)C1 (stereo unspecified) | i
CCC1=NOC(CNc2cc(C(C)C)nc(C)n2)C1 (stereo unspecified) | i
CN(C)c1nc2ncnc(SCC(=O)Nc3ccccc3F)c2s1 | i
Cc1cccc(CNC(=O)c2coc(CN3CCN(Cc4ccccc4)CC3)n2)n1 | i
CCCNC(=O)NS(=O)(=O)c1ccc(Cl)cc1 | i
COc1cccc(C2C(=C(O)c3ccccc3)C(=O)C(=O)N2c2ccccc2)c1 (stereo unspecified) | i
COc1ccc(N2CCN(C(=O)c3ccc4nc5cc(Cl)ccc5c(=O)n4c3)CC2)cc1 | i
O=C(Cc1ccc(F)cc1)NC1CCCC1 | i
O=C(NCCSc1ccccc1)c1ncn[nH]1 | i
CC(C)(C)C(=O)Nc1nc(-c2ccc(Br)cc2)cs1 | i
C=CCNc1nc(-c2ccc(OC)c(OC)c2)cs1 | i
Cc1nc2ccc(NC(=O)NCc3ccc4c(c3)OCO4)cc2nc1C | i
COc1cc(Cn2ccnc2-c2ccc3c(c2)OCO3)cc(OC)c1OC | i
Cc1nn(CCCC(=O)Nc2cccc(Cl)c2Cl)c(C)c1[N+](=O)[O-] | ?
Nc1c(C(=O)Nc2cccc(C(F)(F)F)c2)sc2nc3c(cc12)CCCCC3 | 42.0%*
Oc1ccccc1CNc1cccc(C(F)(F)F)c1 | ?
Cc1nnc(SCC(=O)Nc2ccc(Oc3ccc(Cl)cc3)cc2)s1 | i
O=[N+]([O-])c1ccc(C(O)CC(O)C(Cl)(Cl)Cl)cc1 (stereo unspecified) | i
COc1ccc(S(=O)(=O)Nc2ccc(S(=O)(=O)NC(=O)c3ccccc3)cc2)cc1OC | i
COc1cc(NC(=O)c2cn(C)c(=O)c3c2c2ccccc2n3C)cc(OC)c1OC | i
N#Cc1cccc(-c2ccc(=O)n3c2[C@@H]2C[C@@H](CN(S(=O)(=O)c4ccccc4C#N)C2)C3)c1 | i
O=c1/c(=C/c2ccc(OCc3ccccc3)cc2)sc2ncnn12 | i
O=C(C1CC1)N1CCc2cc(Br)cc(S(=O)(=O)NC3CCCCC3)c21 | i
C=Cc1c(C)c2cc3[nH]c(cc4nc(cc5nc(cc1[nH]2)C(C)=C5CCC(=O)O)C(CCC(=O)O)=C4C)c(C)c3C=C | i
CC(=O)Nc1ccc(NC(=O)c2cc(Cl)ccc2Cl)cc1 | i
CN(C)S(=O)(=O)NCc1cccnc1Oc1ccc(F)c(F)c1 | ?
O=C(Cn1cnc2c(cnn2-c2ccccc2)c1=O)c1ccccc1 | ?
COc1cccc(C(=O)Nc2cc(N3CCCS3(=O)=O)ccc2OC)c1 | i
COc1ccc(CCNC(=O)CCCn2nc(C)c([N+](=O)[O-])c2C)cc1OC | i
CC(=O)N1CCc2c(sc(NC(=O)c3ccco3)c2-c2nc3ccccc3s2)C1 | ?
CN1CCC(Cc2noc(CCN3CCCCCC3=O)n2)CC1 | i
CCOCCCNCc1ccc(OC)c(OC)c1 | i
Oc1ccc(-c2nc3cnccn3c2NC2CCCC2)cc1 | i
CCCc1cc(C(=O)NC2CCC(n3cnnc3)CC2)ccn1 (stereo unspecified) | i
CC(=O)N1CCN=C1SCc1ccc(Cl)cc1 | i
O=C(c1ccccc1Br)N1CCN=C1SCc1ccc([N+](=O)[O-])cc1 | ?
CCN(CC)Cc1cnc2c(C(=O)Nc3cccc(C(C)=O)c3)cnn2c1 | i
Cc1nn(-c2ccccn2)c(C)c1[C@@H]1C=C[C@@H](NC(=O)c2ccco2)C1 | ?
O=C1CSc2ccc(S(=O)(=O)N3CCCC3)cc2N1 | i
O=C(CN1C(=O)c2ccccc2C1=O)NC1c2ccccc2-c2ccccc21 | i
CC(NC1CSCCSC1)c1nc(-c2ccccn2)no1 (stereo unspecified) | ?
O=C(NCCC1=CCCCC1)c1cc(=O)[nH]c2ccc(S(=O)(=O)N3CCCCCC3)cc12 | i
COc1ccccc1NC(=O)C1=C(C)Nc2ncnn2C1c1cccc(Br)c1 (stereo unspecified) | ?
CCN1CCN(S(=O)(=O)c2ccc3oc(C(=O)O)c(C)c3c2)CC1 | i
CCC(c1cccnc1)N(C)Cc1cc2c(cc1Cl)OCO2 (stereo unspecified) | i
NC(N)=NS(=O)(=O)c1ccc(N=Cc2cc(Br)cc([N+](=O)[O-])c2O)cc1 | i
O=C(Nc1cccc(OCc2cc(=O)n3cc(Cl)ccc3n2)c1)C1CCCCC1 | i
COc1ccc(-n2ncc3c(N4CCN(c5ccccc5OC)CC4)ncnc32)cc1 | ?
COc1cc(/C=C2/C(=O)N(c3ccc(Br)cc3)N=C2C)cc(OC)c1OC | ?
The list continues.
SMILES | ST2 inh
COc1ccc(-c2ccc3c(c2)C(=O)N2CC[C@H](NS(=O)(=O)c4cccs4)[C@H]2C(=O)N3)cc1 | i
Cc1ccc(C(=O)NCCN2CCOCC2)c(Cl)c1 | i
O=C(N[C@H]1C[C@H]2C(=O)NC[C@@H](CCC(=O)N3CCN(c4ccccc4)CC3)N2C1)c1cccs1 | i
CCCS(=O)(=O)N1CCC(C(=O)NCCC(C)C)CC1 | i
COc1ccc(-c2cc(C(F)(F)F)nc(-n3ccnc3)n2)cc1 | ?
CCn1cc(CNc2nccc(CCC(F)(F)F)n2)cn1 | ?
CCOC(=O)c1sc2nc(C)nc(N(CC)CC)c2c1C | i
Cn1c(=O)[nH]c(=O)c2c1nc(CN1CCN(c3cccc(Cl)c3)CC1)n2CC(N)=O | i
Cc1nn(C)c(C)c1CN(C(=O)CC1C(=O)NCCN1Cc1cccs1)C1CC1 (stereo unspecified) | ?
O=C(C[C@@H]1O[C@H](CNS(=O)(=O)c2ccccc2)[C@@H](O)[C@H]1O)N1CCN(c2ccc(F)cc2)CC1 | i
O=C1C=CC(=NOC(=O)/C=C\c2ccccc2)C=C1 | ?
COc1ccc2cc(C(=O)NC(C)=O)c(=Nc3cccc(C(F)(F)F)c3)oc2c1 | ?
NC(=O)COc1cccc2cccnc12 | i
CCOc1ccc(-c2ncnn2-c2cccc(Cl)c2C)cc1 | ?
Cn1cnc([N+](=O)[O-])c1Sc1nccc(Nc2ccccc2)c1C#N | ?
COc1ccc(-c2ccc(C=C3C(=O)OC(c4ccccc4)OC3=O)o2)c([N+](=O)[O-])c1 (stereo unspecified) | ?
Cc1ccc2oc(Nc3nc(C)cc(=O)[nH]3)nc2c1 | i
CC(c1cccs1)N(C)C(=O)c1ccc2sc(N)nc2c1 (stereo unspecified) | i
CCN1CCN(CCCNC(=O)c2cccn2-c2nnc(N3CCCCC3)s2)CC1 | i
Cc1ccc(S(=O)(=O)N(c2ccccc2N2CCOCC2)C(F)F)cc1 | i
Cn1c(=O)[nH]c(=O)c2c1nc(N1CCCCCC1)n2CCSc1ncccn1 | ?
CCS(=O)(=O)c1ccc2oc(=O)c(C=C(O)c3ccc([N+](=O)[O-])cc3)nc2c1 | i
O=S1(=O)N(Cc2ccccc2F)CCN1Cc1ccccc1Cl | i
COc1ccccc1C(=O)Nc1cccc(OCc2cc(=O)n3ccc(C)cc3n2)c1 | i
COC(=O)C1=C(C)NC(C)=C(C#N)C1c1cccs1 (stereo unspecified) | i
Clc1ccc(-c2nc3cnccn3c2Nc2ccc3c(c2)OCCO3)s1 | i
COc1ccc(Nc2cc(-n3cccn3)ncn2)cc1 | ?
O=C(Nc1ccc(Br)cc1F)C1CSC(c2ccncc2)=N1 (stereo unspecified) | ?
COc1ccc(CN2CCCN(CC(=O)Nc3ccc(OC)c(Cl)c3)S2(=O)=O)cc1 | i
O[C@H]1COC[C@@H]1N1CCCN(c2nccc(C3CCCC3)n2)CC1 | ?
O=C1C2C3C=CC(CC3)C2C(=O)N1c1ccc(Br)cc1[N+](=O)[O-] (stereo unspecified) | ?
COc1ccc(Nc2nc(Cl)nc(Nc3ccc(OC)c(OC)c3)n2)cc1OC | i
CCOc1ccccc1C1C(C#N)=C(N)Oc2cc(N)ccc21 (stereo unspecified) | ?
CN(C)CCn1c(=N)n(CC(O)c2ccc(Cl)c(Cl)c2)c2ccccc21 (stereo unspecified) | i
CCN(CC)C(=O)Nc1cccc(Cl)c1 | i
CCc1cc(CC)c(CO)c(CC)c1CO | i
O=C1Nc2ccccc2N(O)N1c1ccc([N+](=O)[O-])cc1Cl | i
COc1cc(/C(C#N)=C/c2ccc(Cl)cc2)c([N+](=O)[O-])cc1OC | ?
COCC(O)CSCc1ccccc1 (stereo unspecified) | i
CCN(CC)S(=O)(=O)c1ccc(C(=O)Nc2nnc(-c3ccc(C)cc3)s2)cc1 | i
Clc1ccc(C2CC(c3ccccc3)Nc3nnnn32)cc1 (stereo unspecified) | i
O=S(=O)(c1cccs1)N1CCCC1c1ccccn1 (stereo unspecified) | ?
Nc1ncnc(N2CCCCCC2)c1[N+](=O)[O-] | i
O=C1CCC(=O)N1c1ccc(CSc2nnnn2C2CCCCC2)cc1 | i
COc1ccc(C2CC(=O)Nc3c2cc(Br)c2ccccc32)c(OC)c1 (stereo unspecified) | ?

Reprinted from the listing, 16 compounds:
SMILES | ST2 inh
COc1ccc(Nc2cc(-n3cccn3)ncn2)cc1 | ?
O=C(Nc1ccc(Br)cc1F)C1CSC(c2ccncc2)=N1 (stereo unspecified) | ?
COc1ccc(CN2CCCN(CC(=O)Nc3ccc(OC)c(Cl)c3)S2(=O)=O)cc1 | i
O[C@H]1COC[C@@H]1N1CCCN(c2nccc(C3CCCC3)n2)CC1 | ?
O=C1C2C3C=CC(CC3)C2C(=O)N1c1ccc(Br)cc1[N+](=O)[O-] (stereo unspecified) | ?
COc1ccc(Nc2nc(Cl)nc(Nc3ccc(OC)c(OC)c3)n2)cc1OC | i
CCOc1ccccc1C1C(C#N)=C(N)Oc2cc(N)ccc21 (stereo unspecified) | ?
CN(C)CCn1c(=N)n(CC(O)c2ccc(Cl)c(Cl)c2)c2ccccc21 (stereo unspecified) | i
CCN(CC)C(=O)Nc1cccc(Cl)c1 | i
CCc1cc(CC)c(CO)c(CC)c1CO | i
O=C1Nc2ccccc2N(O)N1c1ccc([N+](=O)[O-])cc1Cl | i
COc1cc(/C(C#N)=C/c2ccc(Cl)cc2)c([N+](=O)[O-])cc1OC | ?
COCC(O)CSCc1ccccc1 (stereo unspecified) | i
CCN(CC)S(=O)(=O)c1ccc(C(=O)Nc2nnc(-c3ccc(C)cc3)s2)cc1 | i
Clc1ccc(C2CC(c3ccccc3)Nc3nnnn32)cc1 (stereo unspecified) | i
O=S(=O)(c1cccs1)N1CCCC1c1ccccn1 (stereo unspecified) | ?

(more compounds)
SMILES | ST2 inh
O=C(CSc1nnc2sc3ccccc3n12)NCCc1ccccc1 | i
O=C(NC(Cc1c[nH]c2ccccc12)C(=O)O)c1ccccc1 (stereo unspecified) | i
O=C(COc1ccc(Cl)cc1Cl)Nc1ccc(F)cc1 | i
COc1ccc(NC(=O)C(=O)NCC(C)C)c(OC)c1 | i
O=[N+]([O-])c1cc(CN2CCOCC2)c(O)c2ncccc12 | i
O=C(CCc1cnccn1)N1CCOC(c2ccc(Cl)c(Cl)c2)C1 (stereo unspecified) | i
COc1ccc2nc([C@H]3CCN(C(=O)CCC(=O)O)C3)[nH]c2c1 | i
FC(F)(F)c1cc(-c2ccccc2)nc(N2CCCCC2)n1 | i
Nc1nc(-c2cccc3[nH]ccc23)cc(N2CCOCC2)n1 | ?
CCCOc1ccc(-c2nc(OCC)c3ccccc3n2)cc1 | i
CC1CC2=C(CC3C(C)(CCC4(O)C(C)(C)C=CC(=O)C34C)O2)C(=O)O1 (stereo unspecified) | i
CC(=O)c1cccc(NC(=O)C2CCN(S(=O)(=O)c3ccc(Cl)cc3)CC2)c1 | i
C=CCN(Cc1ccc(F)cc1)C(=O)c1c[nH]c2c(C)cccc2c1=O | i
CC(C)(C)CC(=O)Nc1c(-c2cccs2)nc2ccccn12 | i

High-throughput results (PubChem BioAssay)

These rows are one share of the data; rates above refer to the full screens.
